Assay outcomes deposited in PubChem BioAssay by The Scripps Research Institute Molecular Screening Center.
M4 ag: CHRM4 agonism in calcium assay. activation, % at 3 µM. hit rate 0.14% among 360,000. P08173. AID 624127. CHO-K1 hM4/Gqi5, Fluo-8 calcium fluorescence; vehicle 0%, full acetylcholine response 100%;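 active = activation above the run mean over all test wells plus 3 SD, cut at about 32% in these data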;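 note: peak over basal fluorescence ratio per well then scaled between controls; 0% = DMSO wells and 100% = acetylcholine at EC100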
Target sequence (P08173 whole entry, looked up): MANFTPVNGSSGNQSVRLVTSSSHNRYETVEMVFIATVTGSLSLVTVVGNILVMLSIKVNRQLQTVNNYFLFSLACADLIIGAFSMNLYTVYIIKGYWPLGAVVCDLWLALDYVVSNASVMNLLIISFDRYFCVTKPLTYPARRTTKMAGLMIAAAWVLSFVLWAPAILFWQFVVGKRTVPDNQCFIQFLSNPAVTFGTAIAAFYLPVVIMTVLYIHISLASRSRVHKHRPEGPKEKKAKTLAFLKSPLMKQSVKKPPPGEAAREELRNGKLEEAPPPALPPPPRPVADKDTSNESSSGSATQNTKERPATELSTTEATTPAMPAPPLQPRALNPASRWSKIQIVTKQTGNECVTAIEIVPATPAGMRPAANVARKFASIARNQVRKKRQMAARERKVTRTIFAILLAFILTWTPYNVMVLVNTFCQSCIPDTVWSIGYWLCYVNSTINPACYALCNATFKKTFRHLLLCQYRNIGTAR
M1 PAM: positive allosteric modulators of human M1 muscarinic receptor; P11229; CHO-K1 hM1, Fluo-8 calcium fluorescence, ACh EC20; 0% = ACh EC20, 100% = maximal ACh; activation, % at 3 µM; hit rate 0.088% among 360,000; in the data active = activation above about 19%, passing the limit was not always enough
Target sequence (P11229 whole entry, looked up): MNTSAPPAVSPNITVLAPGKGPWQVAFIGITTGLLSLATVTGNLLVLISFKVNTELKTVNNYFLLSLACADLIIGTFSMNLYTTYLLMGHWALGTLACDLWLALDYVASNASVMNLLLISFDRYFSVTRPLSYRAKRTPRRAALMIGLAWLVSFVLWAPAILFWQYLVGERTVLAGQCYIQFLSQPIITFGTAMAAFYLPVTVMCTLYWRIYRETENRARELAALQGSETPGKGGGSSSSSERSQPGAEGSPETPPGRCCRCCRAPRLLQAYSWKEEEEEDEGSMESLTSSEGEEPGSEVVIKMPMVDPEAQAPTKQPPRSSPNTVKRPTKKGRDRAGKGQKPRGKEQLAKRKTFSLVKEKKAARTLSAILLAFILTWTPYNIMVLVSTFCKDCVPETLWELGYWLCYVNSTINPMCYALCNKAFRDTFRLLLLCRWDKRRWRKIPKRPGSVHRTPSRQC
M1 antag: human CHRM1 antagonism. CHO-K1 hM1, Fluo-8 calcium fluorescence, ACh EC80 antagonist. inhibition, % at 3 µM. hit rate 1.3% among 360,000. AID 588852;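 active = percent inhibition above its own plate's cutoff, namely the mean of that plate's compound wells plus 3 SD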;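 note: peak over basal fluorescence ratio during 140 s after agonist addition; 0% = ACh EC80 plus DMSO and 100% = DMSO alone without agonist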
M1 ag: activates human CHRM1 receptor; CHO-K1 hM1, Fluo-8 calcium fluorescence, agonist mode; 0% DMSO, 100% acetylcholine EC100; activation, % at 3 µM; hit rate 0.33% among 360,000; AID 588814;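 active = activation above the run's mean compound activation plus 3 SD, cut at about 16% in these data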;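 note: peak over basal fluorescence ratio within a 140 s kinetic read after compound addition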
TAAR1 ag: agonists of human TAAR1; AID 624467; CHO RD-HGA16 TAAR1, Fluo-8 calcium fluorescence; vehicle wells 0%, saturating PEA agonist 100%; hit rate 0.99% among 360,000; activation, % at 3 µM;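 active = activation above the mean activation of all test compounds in the run plus 3 SD, cut at about 38% in these data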
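System: CHO-derived RD-HGA16 cells with stable Gα16 and human TAAR1. Times: 17-24 h plating, Fluo-8 75 min 37 °C, 30 min RT. Measured by: calcium-sensitive Fluo-8 signal, excitation 470-495, emission 515-575 nm. Read-out basis: % activation relative to PEA EC100 response. Control set: DMSO and PEA EC100. Repeats: no replicates (n 1).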
CHRM5 antagonist: antagonists of human muscarinic M5 receptor (CHRM5). P08912. CHO-hM5 cells, Fluo-8 calcium fluorescence, ACh EC80. inhibition, % at 3 µM. hit rate 0.59% among 360,000. AID 624040;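 active = inhibition above a per-plate cutoff, the mean of that plate's test compounds plus 3 SD, cut at about 27% in these data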;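 note: 0% = acetylcholine EC80 with DMSO and 100% = DMSO without agonist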
M5 PAM: CHRM5 positive allosteric modulation | P08912 | CHO-K1 hM5, Fluo-8 calcium, ACh EC20 PAM; 0% = ACh EC20, 100% = ACh EC100 | activation, % at 3 µM | hit rate 0.3% among 360,000;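 active = activation above the run cutoff, the mean activation of all test compounds plus 3 SD, cut at about 18% in these data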
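Probe or stimulus: acetylcholine, EC20 level; Assay system: human M5 receptor in CHO-K1 cells; Schedule: compound preincubation 140 s before EC20 acetylcholine addition; Technique: intracellular calcium via Fluo-8 fluorescence; Dosing: single-point, 3 µM nominal; Read-out basis: percent activation from peak-over-basal fluorescence ratio, scaled EC20-to-EC100 acetylcholine; Repeats: one well per compound, no replicates.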
CHRM4 antagonist: CHRM4 antagonism in calcium assay | hit rate 0.73% among 360,000 | inhibition, % at 3 µM | CHO-hM4 cells, ACh EC80, Fluo-8 calcium fluorescence | P08173 | AID 624125;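 active = inhibition above its plate's cutoff, the mean inhibition of sample wells plus 3 SD, cut at about 27% in these data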;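 note: 0% = acetylcholine EC80 with DMSO and 100% = DMSO without agonist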
CHRM5 agonist: CHRM5 agonism in calcium assay; CHO-K1 hM5 cells, Fluo-8 calcium fluorescence; 0% DMSO wells, 100% maximal acetylcholine response; P08912; AID 624037; hit rate 0.19% among 360,000; activation, % at 3 µM;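 active = activation above the run's mean over test compounds plus 3 SD, cut at about 23% in these data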;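 note: signal is peak over basal fluorescence ratio across the kinetic read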
* hit, by the source's call; nt = not tested or not shown. These rows are one share of the data. The share of hits here may be higher or lower than overall.

SMILES	M4 ag	M1 PAM	M1 antag	M1 ag	TAAR1 ag	CHRM5 antagonist	M5 PAM	CHRM4 antagonist	CHRM5 agonist
CCC(C)(C)C1CCc2[nH]nc(C(=O)N/N=C(\C)c3ccco3)c2C1 (stereo not drawn)	0	-4	-1	-6	-1	-12	3	-7	-3
CCC(=O)Nc1ccc(C(=O)Nc2cccnc2)cc1	1	8	-13	-5	3	-9	-2	1	-1
CCCOC(=O)c1ccc(NC(=O)c2cc(Cl)ccc2OC)cc1	0	-6	-1	-4	6	9	-4	2	-1
CC(C)c1ccc2[nH]c(O)c(N=NC(=O)c3cccc(S(=O)(=O)N4CCCCC4)c3)c2c1	1	3	4	2	-1	3	-7	-10	-1
Cc1cccc2c(C(=O)Nc3ccc(Br)cc3)cc(-c3ccccn3)nc12	1	8	1	-1	0	-13	14	-12	0
O=C(CN1C(=O)C2C3C=CC(C3)C2C1=O)Nc1ccc2c(c1)OCCO2 (stereo not drawn)	2	8	-5	-4	0	-2	6	2	-7
COc1ccc(NC(=O)CN(c2ccccc2)S(=O)(=O)N(C)C)cc1OC	2	7	-13	-3	7	-5	1	-4	1
Cc1ccc([C@H]2C[C@@H](n3cc(-c4ccc(F)cc4)nn3)[C@H](O)CN2Cc2cccs2)cc1	0	-8	2	-6	-2	7	-1	7	0
CCOC(=O)c1nnc(-c2ccccc2)nc1Oc1ccc(Cl)cc1	1	4	-12	-2	4	6	-3	0	2
CC1CC(=O)c2c(cc3c(-c4c(O)cc(O)c5c(O)c6c(cc45)OC(C)CC6=O)c(O)cc(O)c3c2O)O1 (stereo not drawn)	6	4	-5	3	nt	2	3	-3	2
CCOC(=O)C(C)Oc1cccc2c(=O)n(CC(=O)NCc3ccccc3)ccc12 (stereo not drawn)	1	-9	3	-1	2	6	-8	-3	2
COc1cccc(NC(=S)Nc2cccnc2)c1	0	2	-1	-3	0	1	-3	2	0
O=C(NCCCN1CCCC1=O)C1CCN(S(=O)(=O)c2ccc(Cl)cc2)CC1	1	6	-5	-5	1	-6	-1	-2	-1
O=C(NCCC1CCCCN1S(=O)(=O)c1ccccc1)C(=O)Nc1ccc(F)cc1 (stereo not drawn)	-1	8	-14	-4	0	11	-3	20	-1
COC(=O)COc1cccc2c(=O)n(CC(=O)NCCc3ccc(OC)c(OC)c3)ccc12	0	-3	2	-3	0	0	-2	12	1
COC(=O)c1cc([N+](=O)[O-])c(-n2ccnc2)c([N+](=O)[O-])c1	0	10	-7	0	7	0	3	4	-1
O=C(CS(=O)(=O)Cc1ccccc1)Nc1nc2c(s1)CCCC2	4	1	-5	-1	13	-14	2	-13	1
CCCCOC(=O)Nc1nnc(CCOCC)s1	0	-7	-8	-3	2	6	-13	-6	-3
CCc1nc2sc3c(c2c(=O)n1NC(=O)CCl)CCCC3	1	4	-3	-4	4	-4	10	-6	-4
Cc1[nH]c(C)c(S(=O)(=O)N2CCN(c3ccccc3)CC2)c1C(=O)N1CCCC1	0	6	-11	0	1	5	-1	0	-4
CCc1ccc(/C=C2/SC(=S)N(CCCC(=O)Nc3cccc(C(=O)O)c3)C2=O)cc1	0	10	-15	-3	-1	12	-4	0	1
Cc1cc(NC(=O)CSc2nnc(N)s2)c([N+](=O)[O-])cc1C	0	5	-1	-5	4	-4	3	1	-5
CC(C)(C)N1C(=O)c2c(C(=O)OCc3ccccc3)[nH]c(-c3ccccc3)c2C1=O	0	0	-12	-5	1	12	0	-7	1
O=c1oc(-c2ccccc2)cc2ccccc12	2	-1	0	-10	-2	-7	-2	-20	-1
Cc1ccc(-c2nc(-c3cccnc3)no2)cc1	0	6	-7	-4	15	-1	3	2	-11

The results go on:
SMILES	M4 ag	M1 PAM	M1 antag	M1 ag	TAAR1 ag	CHRM5 antagonist	M5 PAM	CHRM4 antagonist	CHRM5 agonist
C=CCOc1ccc(C2c3c(oc4ccccc4c3=O)C(=O)N2CCCN2CCOCC2)cc1 (stereo not drawn)	1	12	-14	-6	1	2	0	9	-1
CC(C)n1ncc2c(C(=O)O)cc(C3CC3)nc21	0	8	-11	-3	-1	-2	11	0	0
COc1ccc(OCC(O)CN2CCCCCC2)cc1 (stereo not drawn)	0	-4	2	-12	1	0	-3	5	0
CC(=O)c1cnc(Oc2cc(Cl)ccc2Cl)nc1C	2	-4	3	-5	-4	13	-2	-7	-4
COc1cccc(OC)c1OCCCOc1c(OC)cccc1OC	3	2	-3	-2	10	-3	-1	4	-2
O=C(c1ccc(C(=O)N2CCOCC2)nc1)N1CCOCC1	1	4	-13	-3	8	1	4	-3	-1
COc1ccc(N(CC(=O)Nc2ccc(C)cc2C)S(=O)(=O)c2c(C)n[nH]c2C)cc1	4	11	-14	-4	-1	-7	6	-8	-4
COc1ccc(N2CCN(C(c3cc(OC)ccc3OC)c3nnnn3CC3CCCO3)CC2)cc1 (stereo not drawn)	1	0	-17	-2	2	0	-6	-2	1
CC(C)CC(=O)[C@@H](O)Cc1ccc(O)cc1	1	nt	nt	nt	0	-10	4	0	2
CCC1(c2ccc(Cl)cc2)NC(=S)N(c2ccccc2)N1 (stereo not drawn)	1	-2	-5	-10	3	-2	-2	8	-1
COc1ccccc1NC(=O)CC(c1ccc(F)cc1)c1ccco1 (stereo not drawn)	2	2	-10	-4	0	3	-7	-8	-2
Cc1ccccc1CSCC(=O)N/N=C/c1cccs1	5	-4	-18	2	6	-3	-9	-10	2
O=C(O)c1ccc2c(c1)NC(=O)C(N1CCCC1)S2 (stereo not drawn)	0	4	2	-1	2	2	3	-2	0
CC1CN(C(=O)c2cc3cc(Br)ccc3[nH]2)CC(C)O1 (stereo not drawn)	-1	7	-7	-5	-2	8	-5	-1	-6
CCOC(=O)c1[nH]c2ccccc2c1N=C(C)N(CC)CC	0	0	6	-3	5	-6	5	5	-11
CC(=O)c1c(C)[nH]c(C(=O)N2CCN(c3ccc(F)cc3)CC2)c1C	4	4	-8	-1	8	-3	-5	-18	3
CC(=O)C(=Cc1cn(-c2ccccc2)nc1-c1ccccc1)C(C)=O	1	5	3	-4	0	-5	1	0	-2
Cc1ccc2nc(SCC(=O)Nc3ccc(C)c(Cl)c3)nc(=O)n2c1	1	17	-13	0	3	-3	7	-7	4
COc1ccc(CNCCC2(O)CC(C)N(C)CC2C)cc1OC (stereo not drawn)	1	22	-27	-1	-1	9	-1	-15	-2
CCn1nnnc1SCC(=O)Nc1cccc(C)n1	0	5	-4	-2	2	5	2	-3	-6
O=C(Nc1nnc(SCc2ccc(Cl)cc2)s1)c1cnccn1	1	-7	9	-8	8	13	-9	-3	-3
CCOC(=O)C1(C(F)(F)F)N=C(C(F)(F)F)Nc2cc(C)c(C)cc21 (stereo not drawn)	-2	7	-7	-13	-2	-10	2	-11	-9
COc1cc(COCC(O)CN2CCc3ccccc3C2)cc(OC)c1OC (stereo not drawn)	1	9	-3	-11	18	1	-2	4	1
CCCNC(=O)CN1C(=O)NC(CC)(c2ccc(F)cc2)C1=O (stereo not drawn)	1	1	-1	-1	4	5	4	6	-3
CC(=O)Nc1ccccc1NC(=O)C/C(C)=N/NC(=O)Cc1cccc2ccccc12	1	-6	0	-6	0	20	-5	5	-5

The listing continues:
SMILES	M4 ag	M1 PAM	M1 antag	M1 ag	TAAR1 ag	CHRM5 antagonist	M5 PAM	CHRM4 antagonist	CHRM5 agonist
Cc1ccc(Nc2cc(C)nc(-c3ccccc3)n2)cc1	-1	9	-4	-5	6	5	-6	-4	-6
CCOc1ccc2nc(SCC(=O)Nc3cc(C)on3)c(C)cc2c1	0	14	-12	-6	1	1	5	8	-4
CCN(CC(=O)NCc1ccc(Cl)cc1)C(=O)c1oc2ccccc2c1C	3	8	-8	-8	1	-8	8	0	-3
CNC(=O)c1c(NC(=O)C2=COCCO2)sc2c1CCN(C(=O)OC)C2	1	13	-18	-1	1	-1	11	-4	-4
COc1ccc(C(=O)NCC(C)NC(=O)c2ccc(OC)cc2)cc1 (stereo not drawn)	0	2	0	-2	1	4	-6	4	1
C=CCC[C@H](Cc1ccc(F)cc1)C(=O)OC[C@@H](NC(=O)[C@H](CC=C)CC(=O)NCCO)c1ccccc1	9	1	3	-4	12	0	0	4	10
CN(c1ccccc1)S(=O)(=O)c1cccc(C(=O)NNC(=O)c2ccncc2)c1	1	2	2	-3	3	1	0	-5	1
CCN(c1ccc(NC(=O)COC(=O)c2ccc(S(=O)(=O)N3CCCC3)cc2)cc1)C(C)C	4	-25	68*	-6	18	16	-2	9	-6
CC(OC(=O)c1cccs1)C(=O)NC1CC1 (stereo not drawn)	2	15	-23	-1	5	4	-1	0	-2
COc1ccc(CN2CCN(C(=O)c3ccc(S(=O)(=O)NCc4ccco4)cc3)CC2)cc1	6	8	-9	-3	2	13	-7	-14	-1
O[C@@H]1CN(C2CCN(Cc3ccccc3)CC2)CC[C@H]1N1CCCCCC1	0	-10	5	-10	2	2	-6	3	-9
CCCC12CN3CC(C)(CN(C1)C3c1ccc([N+](=O)[O-])o1)C2=O (stereo not drawn)	2	5	-7	-1	0	0	-3	-10	4
CCC(=O)c1ccc(OCC(=O)OCC(=O)N2c3ccccc3CC2C)cc1 (stereo not drawn)	17	-10	11	6	13	9	-15	-3	11
C=C(C)COc1cc2oc(=O)c(CC(=O)N3C[C@H]4C[C@@H](C3)c3cccc(=O)n3C4)c(C)c2cc1Cl	2	4	-15	-12	0	11	-6	-1	-2
CN(Cc1nccs1)C(=O)c1ccc2nc(Cc3ccccc3F)oc2c1	2	5	-1	-1	3	-2	3	8	-1
COc1cccc(NC(=O)CN(C)C(C)C(=O)N2CCCC2)c1 (stereo not drawn)	1	-9	32	-6	1	6	1	12	1
O=C(COC(=O)c1ccccc1Br)Nc1cc(S(=O)(=O)N2CCOCC2)ccc1N1CCCC1	3	9	-4	-4	6	6	3	-1	-1
CCOC(=O)C1(CC2CCCCO2)CCN(C(=O)Nc2ccc3c(c2)OCO3)CC1 (stereo not drawn)	1	7	-5	-6	5	-11	10	-7	-5
CC(C)c1ccc(N2CC(C(=O)Nc3nccs3)CC2=O)cc1 (stereo not drawn)	2	-5	13	-3	4	12	-5	1	-2
Cn1c(SCC(=O)NCc2cccs2)nnc1-c1cccs1	0	2	2	-3	2	10	-9	4	-2

Given with values under each structure: entries from further up.
Every second line gives: M4 ag	M1 PAM	M1 antag	M1 ag	TAAR1 ag	CHRM5 antagonist	M5 PAM	CHRM4 antagonist	CHRM5 agonist
COc1ccc(CN2CCN(C(=O)c3ccc(S(=O)(=O)NCc4ccco4)cc3)CC2)cc1
    6	8	-9	-3	2	13	-7	-14	-1
O[C@@H]1CN(C2CCN(Cc3ccccc3)CC2)CC[C@H]1N1CCCCCC1
    0	-10	5	-10	2	2	-6	3	-9
CCCC12CN3CC(C)(CN(C1)C3c1ccc([N+](=O)[O-])o1)C2=O (stereo not drawn)
    2	5	-7	-1	0	0	-3	-10	4
CCC(=O)c1ccc(OCC(=O)OCC(=O)N2c3ccccc3CC2C)cc1 (stereo not drawn)
    17	-10	11	6	13	9	-15	-3	11
